CTSL1 counter: blocks F. hepatica cathepsin L1 in PFM18AAP counter-screen; recombinant F. hepatica cathepsin L1, Z-Leu-Arg-MCA fluorescence; AID 1906; inhibition, % at 5.96 µM; 300,000 tested, 0.49% active;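 active = inhibition above the mean of all tested compounds plus 3 SD, set per screening campaign, cut at about 17% in these data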;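 note: 0% = plate median of test compound wells and 100% = 1 µM Z-Phe-Ala-diazomethylketone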
HCV core dimer: blocks dimerization of HCV core protein; TR-FRET GST/Flag-core106 dimerization, 1536-well; inhibition, % at 5 µM; 300,000 tested, 0.33% active;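 active = inhibition above the mean of all tested compounds plus 3 SD, set per screening campaign, cut at about 45% in these data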
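test system = GST/Flag-tagged HCV core106 proteins | probe or stimulus = Eu donor and XL665 acceptor anti-tag antibodies | times = compound-protein-antibody incubation 4 h at 22.5 °C | signal = TR-FRET, excitation 340 nm, emission 617 and 671 nm | measure = percent inhibition of core106 dimerization signal | controls = wells lacking GST-core106 and wells with excess unlabelled core106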
Efflux pump inh: inhibitors of Candida antifungal efflux pumps expressed in yeast; S. cerevisiae Candida pump triplex, Nile Red efflux; inhibition, % at 10 µM; 330,000 tested, 0.44% active;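 active = plate passing quality check with inhibition over a set limit, or well fluorescence over plate mean plus 4 SD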;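 note: Nile Red retained in pooled yeast measured as flow cytometry median fluorescence; 0% = buffer negative control and 100% = Enniatin B positive control; higher means more Nile Red kept so more efflux inhibition; some compounds called inactive have numbers as strong as hits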
proCasp3 act: procaspase-3 (human) activation; activation, % at 8.5 µM; P42574; 330,000 tested, 0.11% active; recombinant procaspase-3 D3A, Ac-DEVD-pNA absorbance 405 nm;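 active = activation above the mean of all tested compounds plus 3 SD, cut at about 21% in these data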;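 note: 0% = DMSO alone and 100% = DMSO wells spiked with extra 5 µM PC-3 D3A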
Target sequence (P42574 whole entry D9A/D28A/D175A): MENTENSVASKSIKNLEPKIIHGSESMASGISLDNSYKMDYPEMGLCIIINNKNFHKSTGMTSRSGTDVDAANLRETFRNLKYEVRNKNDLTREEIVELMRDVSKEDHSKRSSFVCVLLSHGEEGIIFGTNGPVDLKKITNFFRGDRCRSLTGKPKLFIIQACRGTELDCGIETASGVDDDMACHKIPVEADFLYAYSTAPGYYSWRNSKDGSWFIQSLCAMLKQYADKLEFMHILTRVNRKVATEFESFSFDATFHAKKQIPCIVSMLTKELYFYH
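Test system: Procaspase-3 D3A mutant; medium: Zinc-free HEPES/NaCl buffer with 0.01% Triton X-100 at pH 7.4; reagent: DEVD-pNA substrate; doses: one concentration, 8.5 µM nominal, 0.8% DMSO; times: 1 h preincubation plus 2 h reaction at 25 °C; signal: Epi-absorbance at 405 nm of released p-nitroaniline, 0 and 120 min; replicates: singlicate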
TPT1 inh: inhibitors of Candida albicans tRNA 2'-phosphotransferase TPT1. recombinant caTPT1, FP RNA substrate dephosphorylation. 300,000 tested, 0.81% active. inhibition, % at 5 µM;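 active = inhibition above the mean of all tested compounds plus 3 SD, set per screening campaign, cut at about 24% in these data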;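 note: plate controls were DMSO alone for no effect and ferristatin control at 100 nM for full effect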
proCasp7 act: counter-screen: procaspase-7 (human) activation; P55210; activation, % at 8.5 µM; recombinant procaspase-7, Ac-DEVD-pNA absorbance 405 nm; D23A/D198A/D206A triple mutant, cannot self-cleave; scale: DMSO 0, 5 µM enzyme 100; 330,000 tested, 0.093% active;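 active = percent activation above the screen-wide mean plus 3 SD, cut at about 25% in these data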
Target sequence (P55210 whole entry D23A/D198A/D206A): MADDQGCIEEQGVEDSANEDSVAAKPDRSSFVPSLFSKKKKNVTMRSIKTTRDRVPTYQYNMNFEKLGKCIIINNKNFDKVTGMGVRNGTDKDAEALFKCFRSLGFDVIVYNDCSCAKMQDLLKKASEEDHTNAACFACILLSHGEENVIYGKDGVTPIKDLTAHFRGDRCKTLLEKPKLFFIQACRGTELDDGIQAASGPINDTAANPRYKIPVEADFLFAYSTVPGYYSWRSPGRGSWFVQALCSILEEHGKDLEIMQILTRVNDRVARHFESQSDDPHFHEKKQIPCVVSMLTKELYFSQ
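Replicates: singlicate. Assay system: Procaspase-7 triple mutant (PC-7 D3A). Signal: 405 nm absorbance of p-nitroaniline. Times: 1 h preincubation, 2 h reaction. Buffer or medium: Zinc-free HEPES pH 7.4 with 300 mM NaCl, 0.01% Triton X-100. Also added: DEVD-pNA substrate. Benchmarks: DMSO wells as 0%, DMSO with 5 µM added PC-7 as 100%.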
JMJD2C inh: blocks human GASC-1 demethylase activity; 330,000 tested, 0.069% active; GST-JMJD2C(1-420) H3K9me3 demethylation, DELFIA europium; inhibition, % at 2.35 µM; Q9H3R0; AID 2099;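 active = more than half of a compound's replicate wells show inhibition beyond 50%, single wells judged on their own value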;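 note: signal counts dimethyl H3K9 product captured on neutravidin plate; 0% = median of DMSO wells and 100% = 0.3 times that DMSO median; strong numbers were not always called active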
PP5 primary: PP5 (human) phosphatase inhibition; purified PP5c, OMFP substrate fluorescence; P53041; 320,000 tested, 0.18% active; inhibition, % at 6.7 µM;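 active = inhibition above the campaign's mean inhibition across all tested compounds plus 3 SD, cut at about 9.5% in these data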;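 note: 0% = DMSO only and 100% = 100 µM cantharidin control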
Target sequence (P53041 whole entry, looked up): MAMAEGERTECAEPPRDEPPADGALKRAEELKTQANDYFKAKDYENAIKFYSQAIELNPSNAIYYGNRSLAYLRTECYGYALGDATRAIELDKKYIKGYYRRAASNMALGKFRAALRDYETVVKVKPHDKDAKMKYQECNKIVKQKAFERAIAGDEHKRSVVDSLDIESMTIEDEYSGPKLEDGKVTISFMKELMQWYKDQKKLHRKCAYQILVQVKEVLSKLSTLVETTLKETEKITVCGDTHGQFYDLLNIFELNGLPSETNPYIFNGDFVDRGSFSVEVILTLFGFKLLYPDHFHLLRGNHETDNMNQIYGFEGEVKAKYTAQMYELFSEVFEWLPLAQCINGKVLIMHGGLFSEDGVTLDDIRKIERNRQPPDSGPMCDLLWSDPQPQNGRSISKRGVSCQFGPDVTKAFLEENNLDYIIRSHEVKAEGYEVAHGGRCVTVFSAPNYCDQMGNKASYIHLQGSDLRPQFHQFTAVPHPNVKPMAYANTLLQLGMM
PP1 inh: counter-screen for PP5 inhibitors: inhibitors of human PP1-alpha; P62136; purified PP1alpha, OMFP fluorescence; inhibition, % at 6.7 µM; 320,000 tested, 0.9% active; AID 2235;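 active = inhibition above the mean inhibition of all tested compounds plus 3 SD, computed separately for each screening campaign, cut at about 15% in these data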
Numbers without * were called inactive; . = not tested or not shown.

SMILES,CTSL1 counter,HCV core dimer,Efflux pump inh,proCasp3 act,TPT1 inh,proCasp7 act,JMJD2C inh,PP5 primary,PP1 inh
CCCCCNC(=O)c1ccccc1SC,-2.8,-2.5,0.0,4.2,-3.3,11.1,2.0,0.9,1.3
CN(C(=O)CCc1nnc(CCCCc2ccccc2)o1)C1CCOCC1,1.4,-9.4,0.5,8.8,-3.0,-9.7,-0.1,-0.2,-2.5
CCOCCCn1c(=NC(=O)c2ccco2)c(C(=O)OCC)cc2c(=O)n3cccc(C)c3nc21,7.9,8.6,0.1,-14.9,-0.2,-13.3,-0.8,-0.3,-1.7
CC1=CC2=NC(=O)/C(=C\c3cc(C)n(-c4cccc(Cl)c4)c3C)C(=N)N2O1,-3.1,17.2,-0.6,-7.7,0.1,-0.9,-2.0,0.8,-0.3
CC(Oc1ccccc1)C(=O)Nc1ccc(S(=O)(=O)NCC2CCCO2)cc1 (stereo unspecified),-2.2,0.3,0.3,4.9,4.8,5.9,-3.2,3.2,-1.6
COc1ccc(C2c3ccc(O)cc3Oc3ncn(Cc4ccccc4)c(=N)c32)cc1OC (stereo unspecified),8.9,-1.1,0.0,-0.2,-2.2,3.4,-0.7,3.0,11.8
Oc1ccccc1CNc1ccc2c(c1)OCCO2,2.6,-18.4,0.0,6.0,-5.8,-0.8,-7.0,-0.3,-1.9
CCCNC(=O)CC1Sc2ccccc2NC1=O (stereo unspecified),-3.7,1.4,0.0,-3.2,0.0,-1.7,-2.1,0.4,-11.7
COC(=O)C1=C(C)N(CC2CC2)C(=O)N[C@H]1c1ccc(Br)cc1,1.8,-5.8,0.0,6.8,-3.0,-10.4,4.5,0.6,-1.3
CCCn1c(S(=O)(=O)O)nc2ccccc21,-1.4,-0.1,0.1,-2.4,-2.4,-0.9,-1.0,-1.3,-5.9
C(=N\NC1=NCCN1)/c1ccncc1,-1.4,-2.5,-0.1,6.0,-0.1,4.5,-23.3,2.2,0.4
CN1CCN(C(=O)C2=C[C@@H](c3csc4ccccc34)C[C@@H](OCc3ccc(CO)cc3)O2)CC1,8.2,3.7,-0.1,0.1,-4.5,2.5,8.2,0.6,-1.5
CCN1CCN(C(=O)C(Cc2ccccc2)NC(=O)c2ccc(Cl)c(S(=O)(=O)N(C)C)c2)CC1 (stereo unspecified),.,.,0.1,15.8,.,17.2,2.3,.,.
O=C(CSc1nnc2c(Cl)cc(Cl)cn12)N1CCN(c2ccc(F)cc2)CC1,-0.7,9.6,0.2,1.0,0.5,-2.9,4.9,-1.1,-3.5
COc1cccc(OC)c1C(=O)Nc1ccccc1NC(=O)c1c(OC)cccc1OC,-1.3,0.2,-0.3,-4.7,1.6,8.3,-1.5,1.2,-3.9
CC(C)CC(=O)N1CCN(C(=O)c2ccc(-c3ccccc3)cc2)CC1,-2.4,6.9,0.0,-2.9,1.3,7.8,1.1,0.8,-3.5
O=C(Cc1ccc(Cl)cc1)Nc1ccc(Br)cn1,1.5,-5.8,0.4,7.7,0.1,11.8,-9.8,4.5,-0.1
Cc1ccc(C(=O)Nc2ccccc2C(=O)NC(Cc2ccccc2)C(=O)O)cc1 (stereo unspecified),0.8,2.8,0.0,-2.3,-0.4,12.8,2.5,4.0,1.6
COC(=O)c1ccccc1S(=O)(=O)N1CCC(C(=O)NCC2CCCO2)CC1 (stereo unspecified),-15.5,0.3,0.0,1.7,-4.1,11.0,1.5,0.0,-5.3
CCn1c(C)nnc1SCC(=O)Nc1ccc(N2CCOCC2)cc1,5.3,1.4,-0.1,4.5,-2.1,-11.6,-5.6,2.1,-0.4
COc1ccc(Cl)cc1NC(=O)CSC1=NN2CCCC(=O)N=C2S1,4.3,9.3,-0.3,-6.8,-2.6,-8.5,3.9,1.2,-1.1
Cc1ccc(NS(=O)(=O)c2ccc(-c3coc(C)n3)cc2)c(C)c1,-4.6,-1.8,0.0,8.1,-4.7,12.1,13.0,1.4,-0.6
O=C(c1ccc2c(c1)OCCO2)C1CCN(S(=O)(=O)c2cccc(F)c2)CC1,-3.8,4.2,0.0,5.5,1.9,-11.9,-4.8,3.4,3.0
Cc1cc(C)c(C)c(OCCOCCN2CCOCC2)c1,2.2,1.7,0.1,2.3,-0.3,6.9,9.1,4.4,-5.4
c1ccc(-c2n[nH]c3ccccc23)cc1,-0.9,4.2,0.1,-0.6,1.2,-0.4,1.6,3.3,0.1

A few values from the results shown:
`CN1CCN(C(=O)C2=C[C@@H](c3csc4ccccc34)C[C@@H](OCc3ccc(CO)cc3)O2)CC1` in Efflux pump inh = -0.1
`COC(=O)c1ccccc1S(=O)(=O)N1CCC(C(=O)NCC2CCCO2)CC1` (stereo unspecified) in PP5 primary = 0.0

More entries follow.
SMILES,CTSL1 counter,HCV core dimer,Efflux pump inh,proCasp3 act,TPT1 inh,proCasp7 act,JMJD2C inh,PP5 primary,PP1 inh
CN(C)S(=O)(=O)c1cccc(NC(=O)COC(=O)[C@H](Cc2ccccc2)NC(=O)c2ccco2)c1,.,.,-0.1,0.0,.,5.2,-0.6,.,.
CCCC(C)NC(=O)c1cccc(Oc2ccccc2)c1 (stereo unspecified),6.3,-6.6,-0.3,-4.0,-5.3,6.7,-20.5,2.2,2.1
COC(=O)C(Cc1cnc(Cl)s1)(C(=O)OC)c1ccc([N+](=O)[O-])cc1[N+](=O)[O-],2.5,12.9,-0.1,6.0,4.3,6.3,5.4,0.8,0.9
COc1ccccc1/C=C/c1nc(S(=O)(=O)c2ccccc2)c(NCCN(C)C)o1,3.8,-1.9,0.1,-4.2,-0.1,-14.7,1.8,0.3,5.3
C[C@@]12C(=O)N(Cc3ccccc3)CC(=O)N1[C@H](/C=C/c1ccccc1)[C@@H]1C(=O)N(c3ccccc3)C(=O)[C@@H]12,-2.0,5.7,0.0,3.7,0.9,3.6,3.0,-2.1,1.3
O=C(CCn1cnnn1)Nc1cccc(F)c1,0.2,1.1,-0.1,-0.6,1.0,15.0,-35.9,1.3,3.7
Nc1nonc1/C(=N/O)N1CCN(CCO)CC1,0.8,0.5,-0.1,0.5,-0.5,8.7,10.1,0.6,-3.0
CC(c1nccs1)N(C)C(=O)CCc1nnc(-c2ccc(-c3ccccc3)cc2)o1 (stereo unspecified),0.7,0.1,-0.1,-1.7,1.7,2.3,3.9,1.6,2.7
Cc1ccccc1SCC(=O)OCC(=O)Nc1sccc1C(N)=O,-14.2,0.4,0.0,6.0,0.9,4.9,-12.4,2.9,2.8
CCOc1ccc2c(=O)c(-c3ccc4c(c3)OCCCO4)c(C)oc2c1,-1.3,2.8,0.2,-0.3,2.2,1.6,3.5,-0.2,-2.4
CCN(CC)C(=O)c1ccc2c(c1)N(Cc1ccccc1)C(=O)CS2=O (stereo unspecified),5.0,3.2,-0.1,-6.6,-1.3,-14.0,-19.7,0.2,-1.2
COc1ccccc1CNC(=O)C(NS(=O)(=O)c1cccc2nsnc12)C(C)C (stereo unspecified),-8.0,4.0,0.1,2.9,-0.3,-6.8,-4.5,1.3,3.8
COc1cc(-c2c(C#N)c(N)nc3c2CCCC3)ccc1O,1.1,-0.1,-0.1,-5.0,-1.9,-4.4,2.0,0.7,-0.8
COC(=O)c1ccc2c(c1)sc(=NC(=O)CCS(=O)(=O)c1ccccc1)n2C,-11.5,4.5,0.2,-12.1,4.3,-0.9,2.8,0.9,-4.9
CCOC(=O)C1(Cc2cccc(Cl)c2)CCCN(C(=O)c2ccc(COC)s2)C1 (stereo unspecified),-3.3,5.0,0.1,-8.5,0.1,4.1,9.5,5.7,-2.2
CC1CCCCC1NC(=O)CSc1nnc(CC(=O)Nc2ccccc2F)n1C (stereo unspecified),0.3,-0.2,-0.1,2.8,-0.7,2.6,-6.9,-2.8,-0.8
COc1ccc2nc(Nc3nc(CSc4nnnn4-c4ccccc4)cc(=O)[nH]3)nc(C)c2c1,-0.8,0.8,0.4,4.0,-2.3,-3.6,-2.5,4.5,1.7
COc1ccccc1C1CC(=O)NC(C)=C1C(=O)OCC1CCCO1 (stereo unspecified),-4.3,-0.4,-0.1,6.5,-1.9,6.0,2.1,2.8,-2.1
O=C(O)c1ccc(Oc2cccc([N+](=O)[O-])c2)cc1C(=O)O,1.0,-1.3,-0.1,0.3,-0.8,7.5,125.8,-1.6,-2.4
CC1=NNC(=O)C(CC(=O)Nc2ccc(Cl)c(Cl)c2)C1 (stereo unspecified),3.8,7.6,-0.1,-4.0,-1.0,6.0,0.9,0.9,-0.5
CCN(C(=O)CCS(=O)(=O)c1cccc2nonc12)c1ccc(C)c(C)c1,1.9,9.2,-0.1,12.5,0.9,-2.5,-3.6,-1.7,-1.2
CCOc1ccc(N2C(=O)CC(NC3CCN(C(=O)c4cccs4)CC3)C2=O)cc1 (stereo unspecified),1.6,-3.4,0.0,-27.5,-0.6,-28.3,4.8,-1.9,-5.2
CN(CCC(=O)Nc1ccc2c(c1)OCO2)Cc1ccccc1,-3.3,5.7,0.0,5.1,-7.2,-2.3,-2.9,4.2,2.9
Cc1ccc(N(CC(=O)Nc2ccc3c(c2)OCCO3)S(=O)(=O)c2c(C)n[nH]c2C)cc1,-1.4,4.9,0.2,-4.2,-6.8,17.3,-0.8,4.1,-2.2
O=C(O)c1ccccc1SCC(=O)N1CCCCC1,-1.6,-0.6,0.1,1.1,-0.5,7.4,3.2,0.6,-2.6

(more compounds)
SMILES,CTSL1 counter,HCV core dimer,Efflux pump inh,proCasp3 act,TPT1 inh,proCasp7 act,JMJD2C inh,PP5 primary,PP1 inh
CCOC(=O)c1ccc(NS(=O)C23CC4CC(CC(C4)C2)C3)cc1 (stereo unspecified),-2.4,-4.5,-0.1,4.9,5.1,5.6,21.2,0.4,-5.1
O=C(/C=C/c1cccc(Cl)c1)Nn1c(-c2cccs2)nc2ccccc2c1=O,0.2,17.8,-0.4,3.1,-2.7,-1.5,10.5,3.0,3.6
CCOC(=O)c1ccc(NC(=O)CSc2nnc(CCc3ccc(C)o3)n2-c2ccccc2)cc1,3.4,9.2,0.0,3.4,-3.2,-8.7,-12.1,2.6,19.3*
Cc1ccc(S(=O)(=O)N2[C@@H](c3ccc(Br)cc3)C(C(=O)O)=C[C@H]2CC2CCCC2)cc1,.,.,-0.1,-4.6,.,-6.1,38.4,.,.
Cc1ccc2cc(CCNC(=O)c3ccc(Br)o3)c(=O)[nH]c2c1,2.8,8.3,-0.1,6.0,1.6,5.0,-5.0,5.1,2.2
CC(C)CNC(=O)c1ccc(NC(=O)c2cccs2)cc1,-1.3,-5.9,-0.1,-2.4,0.2,-6.7,30.7,0.5,-0.9
